# Screening data from PubChem BioAssay.
# TAG inh: inhibitors of triacylglycerol accumulation. inhibition, % at 12.5 µM. H9c2 cells, Nile Red lipid (TAG) fluorescence; cells loaded with 200 µM oleic acid. 0.66% of 230,000 active;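 active means pattern-corrected inhibition of lipid staining of at least 50% with the nuclear-stain viability signal not falling by more than 50%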;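 further: 0% = DMSO wells and 100% = triacsin C control wells; some results filed as inactive read as strong as hits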
# TAG inh DAPI viability: further read-out of TAG inh, marked with its call; DAPI nuclei signal change (viability), lower = more cytotoxic, %;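 whole-well DAPI fluorescence read on a plate reader as a viability signal; minus 50 percent equals half of cells still viable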
# An asterisk follows results filed as active. The list is partial, so the mix of outcomes need not match the whole.
SMILES,TAG inh,TAG inh DAPI viability
O=C(O)CC1Oc2ccc(Cl)cc2NC1=O (stereo unspecified),3,-7
CCOc1cc(C(=O)NCCOC)ccc1OC,-6,-9
COC(=O)c1ccc(CNC(=O)C2CCC(=O)N(CCc3ccccn3)C2)cc1 (stereo unspecified),-2,-14
Nc1nc(CN2CCOCC2)cs1,-3,2
CCOc1cccc(CNc2nnnn2C)c1,3,-1
COc1ccc(O)c(/C=N/Nc2nc3ccccc3[nH]2)c1,-3,4
CC(CCc1ccccc1)NCC(O)c1ccc(O)c(C(N)=O)c1 (stereo unspecified),7,2
CCCCSCCCNC(=S)Nc1ccccc1C,-29,12
O=C(CCC1CCCCC1)NC1CCCCC1,-6,-11
COc1ccccc1/C=C/C(=O)NC(=S)Nc1ccc(S(=O)(=O)N(C)c2ccccc2)cc1,-37,-4
COc1ccc(S(=O)(=O)N(C)C[C@H]2Oc3ccc(NC(=O)Nc4ccccc4)cc3C(=O)N([C@H](C)CO)C[C@@H]2C)cc1,-2,9
CN(C)S(=O)(=O)c1cccc(NC(=S)Nc2ccc(Cl)cc2Cl)c1,-8,-9
CCC(C)(C)n1nnnc1CN1CCc2ccccc21,-21,-2
CC(=O)c1cccc(NC(=O)c2cc(=O)[nH]c3ccc(S(=O)(=O)N4CCOCC4)cc23)c1,9,3
COC(=O)N(C)CCCC1(C)C(=O)N(C)c2ccc(O)cc21 (stereo unspecified),0,-14
CC(=O)N1CCc2cc(S(=O)(=O)NCCC(=O)Nc3cc(C)cc(C)c3)ccc21,15,-4
CCN(Cc1ccncc1)Cc1cn(C)nc1-c1ccc(Oc2ccccc2)cc1,-7,10
CCOc1ccccc1/C=C/C(=O)N1CCN(C(=O)c2ccco2)CC1,-5,6
Cc1cccc(C)c1OCc1nnc(SCC(=O)Nc2ccccc2F)o1,2,-4
O=C(C1CCCCCC1)N1CC[C@@H](N2CCC(O)CC2)[C@H](O)C1,-2,-3
COc1cc2c(cc1OC)CN(CC(=O)NC(=O)NCc1ccccc1)CC2,4,5
CCC(C(=O)NCc1ccco1)N(C(=O)CNS(=O)(=O)c1ccc(C)cc1)c1ccccc1OC (stereo unspecified),-18,-4
O=C(O)c1ccccc1S(=O)(=O)NCC(O)COC1CCCCC1 (stereo unspecified),4,4
COc1cccc(C2=CC(c3cccc(OC)c3OC)n3nnnc3N2)c1 (stereo unspecified),3,5
CCc1c(C)c(C#N)c2nc3ccccc3n2c1N(C)C,-24,8

# Record cards, from the list above.
# CC(=O)c1cccc(NC(=O)c2cc(=O)[nH]c3ccc(S(=O)(=O)N4CCOCC4)cc23)c1 across the screens: TAG inh = 9; TAG inh DAPI viability = 3
# COc1cccc(C2=CC(c3cccc(OC)c3OC)n3nnnc3N2)c1 (stereo unspecified) across the screens: TAG inh = 3; TAG inh DAPI viability = 5
# O=C(O)c1ccccc1S(=O)(=O)NCC(O)COC1CCCCC1 (stereo unspecified) across the screens: TAG inh = 4; TAG inh DAPI viability = 4

# Next section.
SMILES,TAG inh,TAG inh DAPI viability
CCCCn1c(Nc2ccc(OC)cc2)nc2ccccc21,-1,-8
COc1ccc(S(=O)(=O)N(C)C[C@H]2Oc3c(NC(=O)Nc4ccccc4)cccc3C(=O)N([C@H](C)CO)C[C@@H]2C)cc1,5,-5
CSC1=NCCN1S(=O)(=O)c1ccccc1,-2,10
O=C(O)C1CSC(c2ccc3c(c2)OCO3)N1 (stereo unspecified),10,7
O=C(NC1CCCC1)C1CCCN1S(=O)(=O)c1cccc2cccnc12 (stereo unspecified),6,-5
COc1ccc(C(=O)COC(=O)C2COc3ccccc3O2)cc1F (stereo unspecified),13,7
O=C(O)CCCCC1CCSS1 (stereo unspecified),4,12
CN(C)S(=O)(=O)N1CCC(CO)(CCc2ccccc2)CC1,-22,12
Cn1c(=O)c(=O)n(C)c2cc(S(=O)(=O)NCCOc3ccccc3Cl)ccc21,-3,3
O=S1(=O)CCN2C=C(Cl)C=C(Cl)C2=N1,-3,6
CCCCCn1c(CN2CC(C)OC(C)C2)nc2c1c(=O)n(C)c(=O)n2C (stereo unspecified),3,-4
COc1ccc(OCC(=O)Nc2ccccc2C(=O)N2CCCC2)cc1,-2,-4
O=C(Cc1cccs1)N/N=C\c1ccc([N+](=O)[O-])s1,-1,-12
CCC(C)Cn1c(O)cc2nn(-c3nc4ccccc4s3)c(=O)c-2c1C (stereo unspecified),11,-1
CCCCNc1c(-c2ccc(SC3CCCCC3)cc2)nc2cnccn12,2,88
CCOc1ccc(C(=O)NCC(c2cccs2)N2CCOCC2)cc1 (stereo unspecified),-31,2
CC(=O)N1CCN(S(=O)(=O)c2ccc3c(c2)OCCO3)CC1,13,-4
CC1CCCN(C(=O)c2ccc(NC(=O)CC3SC(N4CCCC4)=NC3=O)cc2)C1 (stereo unspecified),3,0
C=CCOC(=O)Nc1snnc1C,-3,-2
O=c1[nH]c(CSc2nnc(Cc3ccccc3)o2)nc2ccccc12,-5,1
O=C(NCc1ccc(N2CCCC2=O)cc1)c1cn(CCc2ccccc2)nn1,30,-5
Cc1nnc(SCC(=O)N(C)C2CCCCC2)s1,-3,1
COc1ccc(S(=O)(=O)N2CCN(CC(=O)Nc3sccc3C(N)=O)CC2)cc1OC,-12,4
COc1cccc(CNC(=O)CCC2CCCN(Cc3ccc4c(c3)CCO4)C2)c1 (stereo unspecified),-2,10
COc1ccc(C(=O)c2cnc(/N=C/N(C)C)s2)cc1,19,-2

# Sorted by number of heavy atoms (largest number first): part of the list above.
SMILES,TAG inh,TAG inh DAPI viability
CC1CCCN(C(=O)c2ccc(NC(=O)CC3SC(N4CCCC4)=NC3=O)cc2)C1 (stereo unspecified),3,0
Cn1c(=O)c(=O)n(C)c2cc(S(=O)(=O)NCCOc3ccccc3Cl)ccc21,-3,3
CCCCNc1c(-c2ccc(SC3CCCCC3)cc2)nc2cnccn12,2,88
COc1ccc(OCC(=O)Nc2ccccc2C(=O)N2CCCC2)cc1,-2,-4
COc1ccc(C(=O)COC(=O)C2COc3ccccc3O2)cc1F (stereo unspecified),13,7

# The listing continues:
SMILES,TAG inh,TAG inh DAPI viability
CC(=O)Nc1c(NC(C)C)c2ccccc2oc1=O,-8,3
CCc1ccc(C(=O)COC(=O)CNC(=O)C2CCCCC2)cc1,-7,4
COc1cccc(CNc2ncn[nH]2)c1OCc1ccccc1F,-8,10
COC(=O)Nc1nnc(Cc2ccc(OC)cc2)s1,14,-5
O=C(Nc1cc2nn(-c3ccccc3)nc2cc1Cl)c1ccco1,1,-4
O=c1c2ccccc2c(/C=N/c2nnc(Cc3ccccc3)s2)c(O)n1-c1ccc(Cl)cn1,26,-12
CCOc1ccc(N(C)S(=O)(=O)c2ccc(C)c(C(=O)NCc3ccccc3OC)c2)cc1,-32,2
O=c1c2c3nc4ccccc4nc3n(-c3ccc4c(c3)OCCO4)c2ncn1C1CCCC1,64*,-27*
COCCN(CC(=O)Nc1ccccc1)S(=O)(=O)c1ccc(S(=O)(=O)N2CCCC2)cc1,-1,2
CC1CCC(C(C)C)C(OCC(O)C[N+]2(C)CCCCC2)C1 (stereo unspecified),0,1
Cc1[nH]c2ccccc2c1C(=O)CSc1n[nH]c(N)n1,7,-12
Nc1nc(SCC(=O)NCCOCCO)nc2sc3c(c12)CCCC3,15,2
O=C(Nc1ccnn1C1CCN(CCCC2CCCC2)CC1)c1ccccc1Cl,17,9
COc1cccc(-c2nnc(NC(=O)c3ccccc3Br)o2)c1,3,5
OCCNc1nc(Nc2ccccc2)nc2ccccc12,-4,7
O=C(CCCN1C(=O)c2cccnc2C1=O)Nc1ccccc1F,-3,2
CCOC(=O)c1sc(NC(=O)COC(=O)Cn2cnc3ccccc32)c(C(=O)OCC)c1C,-12,4
Cc1nc(SCC(=O)Nc2ccc(F)cc2)c2oc3ccccc3c2n1,8,-11
CCCCN(C(=O)c1ccc2c(c1)OCO2)c1c(N)n(CC(C)C)c(=O)[nH]c1=O,-29,-7
COc1ccccc1N1CCN(CC(=O)Nc2ccccc2C(=O)NCCc2ccccc2)CC1,31,8
COCc1c(C(=O)Nc2ccc3nc(N4CCOCC4)sc3c2)oc2ccccc12,44,2
CCCCCCCCCCCn1nnnc1N,23,10
O=C(NCc1cccc(Br)c1)c1cc(-c2ccccc2)nn1CC1CC(c2cccnc2)=NO1 (stereo unspecified),-31,8
COCCCNc1nc2nonc2nc1N1CCN(C2CCCC2)CC1,13,-12
CCOc1ccccc1C(=O)NC1CCN(Cc2ccccc2)CC1,-4,8

# 4 of these compounds in another layout:
SMILES	TAG inh	TAG inh DAPI viability
O=C(NC1CCCC1)C1CCCN1S(=O)(=O)c1cccc2cccnc12 (stereo unspecified)	6	-5
O=C(Nc1ccnn1C1CCN(CCCC2CCCC2)CC1)c1ccccc1Cl	17	9
COc1ccc(OCC(=O)Nc2ccccc2C(=O)N2CCCC2)cc1	-2	-4
COc1cccc(CNC(=O)CCC2CCCN(Cc3ccc4c(c3)CCO4)C2)c1 (stereo unspecified)	-2	10

# Next results.
SMILES,TAG inh,TAG inh DAPI viability
Cc1cccc(OCC(=O)Nc2ccccc2N2CCCC2)c1C,-6,6
CC(C)CNC(=O)Cn1nc(C(F)(F)F)c2c1CCCC2,4,-8
Cc1cc(C)cc(NC(=S)N(C)C)c1,9,-7
COCc1cc(C)nc(SCC(=O)Oc2ccc(Cl)cc2)c1C#N,-6,12
CC1=CC(C)(C)Nc2cc(C)c(C)cc21,19,11
COC(=O)[C@H](CC(C)C)NC(=O)Cn1cnc2c(SC)nc(N)nc21,7,-5
Cc1c(NC(=O)c2ccc(Cl)c(S(=O)(=O)N3CCCCC3)c2)c(=O)n(-c2ccccc2)n1C,7,10
CN(C)c1ccc(C=O)c(Oc2ccccc2)c1,-9,5
Cc1c(C(=O)NC(C)c2ccc(-n3ccnc3)cc2)cccc1[N+](=O)[O-] (stereo unspecified),-4,5
O=S(=O)(NCCc1cn2ccccc2n1)c1ccc2c(c1)CCCC2,7,14
Cc1[nH]c2ccccc2c1C(=O)C(=O)NCc1ccco1,-1,-7
O=C(CN1CCCCCCC1)Nc1cc(Cl)cc(Cl)c1,0,15
Cc1cc(C)c2c(CN3CCN(C/C=C/c4ccccc4)CC3)cc(=O)oc2c1,17,-2
Cc1[nH]nc2c1C(c1ccccn1)N(c1ccc(Br)cc1)C2=O (stereo unspecified),-3,5
COc1ccc(C(=O)N(C)Cc2ccccc2F)cc1S(=O)(=O)N1CCCC1,-7,-5
O=C(CN1CCCCC1)Nc1ccccc1NC(=O)CN1CCCCC1,23,2
CCOc1cc(CO)cc(Br)c1OCC(N)=O,-5,-2
CCOC(=O)N1CCC(N2CCCC(CO)(Cc3ccccc3C)C2)CC1 (stereo unspecified),-2,10
C=C1c2ccccc2O[C@H](C(=O)OCC)[C@@H]1C1CCCCC1,-8,7
CC(=O)NNc1ncnc2c1cnn2-c1ccc(C)c(Cl)c1,13,1
O=c1c2c(nc3nc(COc4ccccc4)[nH]n13)CCC2,28,-11
O=C(CCC1CCCC1)NNC(=O)COc1ccc(Br)cc1,-19,9
COCCNC(=O)Cn1cnc2sc(C)c(S(=O)(=O)N3CCC(C)CC3)c2c1=O,-2,-2
COC(=O)c1ccc(CNC(=O)CSC2=NCCS2)cc1,-2,4
CC(C)N1CCC(N2CCN(Cc3ccc4nonc4c3)CC2CCO)CC1 (stereo unspecified),13,-3
# (more compounds)
SMILES,TAG inh,TAG inh DAPI viability
Cc1cc(NC(=O)CSCC(=O)Nc2nc3ccc(F)cc3s2)no1,15,3
COc1ccc(NC(=O)N[C@@H](CCSC)C(=O)O)cc1Cl,2,-7
COc1ccccc1C(=O)Nc1ccc2c(c1)nc1n2CCN(Cc2ccccc2)C1,10,6
O=C(NC1CCOCC1)C1CCC(=O)N(CCc2cccc(F)c2)C1 (stereo unspecified),-9,0
O=C1NC(=S)S/C1=C/c1ccc(Oc2cnccn2)cc1,-9,4
CCN1CCN(C(=O)NCc2ccccc2)CC1,-5,3
COC(=O)[C@@]12CCCCN1[C@H](c1ccc(-c3ccc(F)cc3)c(OC)c1)[C@@H]1C(=O)N(C)C(=O)[C@@H]12,-21,-3
Cc1ccc(NC(=O)N2CCC(NC(=O)C(C)(C)C)CC2)cc1,-8,2
NC(=O)C1CCN(C(=O)Cn2cccc2C(=O)c2ccccc2)CC1,5,-8
COc1ccc(-c2[nH]c(-c3ccc(F)cc3)nc2SCC(=O)NC2CCCC2)cc1,18,15
CC1=CC(C)(C)N(C(=O)CN2C(=O)CCC2=O)c2ccc(C)cc21,0,-7
COc1cc(OC)c(OC)cc1/C=N/NC(=O)CC1C(=O)NN=C1C (stereo unspecified),-5,5
COc1ccc(C(=O)COC(=O)CCc2ccccc2)cc1,-4,0
CC(C)CN(C(=O)CSc1nc2ccccc2[nH]1)c1c(N)n(Cc2ccccc2)c(=O)[nH]c1=O,-8,3
Cc1cc(=O)n2nc(N3CCCC3C(=O)Nc3ccccc3C)sc2n1 (stereo unspecified),-2,7
COCCNC(=O)c1cc2c(=O)n3cccc(C)c3nc2n(Cc2ccncc2)c1=N,13,84
CCCCN1C(=O)C(CC(=O)NC2CCCC2)CC(C(=O)N2CCOCC2)=C1C (stereo unspecified),-6,4
CCC(CC)c1nnc(NC(=O)Cc2c[nH]c3ccccc23)s1,16,-6
Nc1cc(N)nc(SCC(=O)c2ccc3c(c2)NC(=O)CO3)n1,-5,-6
COc1ccc(C(=O)N/N=C(\C)CC(=O)NC2CCCCC2)c(OC)c1,-4,4
O=C(Nc1ccc(S(=O)(=O)O)cc1)c1ccc2c(c1)S(=O)(=O)c1ccccc1C2=O,-10,2
CCN1C(=O)c2ccc(-c3nc4ccccc4c(=O)o3)cc2C1=O,-12,3
CCCOc1cc(C)c(S(=O)(=O)n2ccc(C)n2)cc1C,-21,3
COc1cc(C(=O)N/N=C/c2cccc(Oc3ccccc3)c2)ccc1O,-9,-9
Cc1nc(C(C)NC(=O)CCc2nnc(Cc3c[nH]c4ccccc34)o2)cs1 (stereo unspecified),16,3
CC(NC(=O)c1ccccc1F)c1ccccc1 (stereo unspecified),1,-1
CCOC(=O)c1ccc(-c2ccc3ncnc(NCc4csc(C)n4)c3c2)o1,-3,181
O=C(Nc1cccnc1)c1ccc(CSc2ccccc2)cc1,-8,-7
O=C(Nc1cccc(Cl)c1)Nc1ccccc1C(=O)O,8,-3
